# CASP6 VEID inh: inhibitors of human caspase-6; hit rate 0.53% among 350,000; purified caspase-6, Z-VEID-R110 cleavage fluorescence; inhibition, % at 12.5 µM; P55212; AID 686996;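 active = mean inhibition across replicates at least about 35%, with every replicate also reaching that limit, limit read from the data; inconclusive = only one of the two criteria met; inactive = neither criterion met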;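 note: 0% = median of neutral control wells and 100% = no fluorescence left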
# Target sequence (P55212 24-179 limits assumed): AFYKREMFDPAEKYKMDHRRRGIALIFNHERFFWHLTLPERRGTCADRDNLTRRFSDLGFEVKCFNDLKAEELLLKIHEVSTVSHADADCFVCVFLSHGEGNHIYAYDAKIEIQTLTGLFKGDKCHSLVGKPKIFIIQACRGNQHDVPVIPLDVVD
# Target sequence (P55212 194-293 limits assumed): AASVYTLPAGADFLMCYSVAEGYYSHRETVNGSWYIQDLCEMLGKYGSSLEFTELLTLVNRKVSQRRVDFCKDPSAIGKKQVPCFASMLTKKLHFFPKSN
# SIRT5 block: blocks human SIRT5 desuccinylation of peptide; hit rate 1.1% among 330,000; AID 652115; inhibition, % at 15 µM; Purified SirT5, succinyl-peptide AMC, trypsin-coupled fluorescence; in the data active = inhibition above about 15%; inconclusive = no clear call, values can overlap the other calls
# Target sequence (Q9NXA8 whole entry, looked up): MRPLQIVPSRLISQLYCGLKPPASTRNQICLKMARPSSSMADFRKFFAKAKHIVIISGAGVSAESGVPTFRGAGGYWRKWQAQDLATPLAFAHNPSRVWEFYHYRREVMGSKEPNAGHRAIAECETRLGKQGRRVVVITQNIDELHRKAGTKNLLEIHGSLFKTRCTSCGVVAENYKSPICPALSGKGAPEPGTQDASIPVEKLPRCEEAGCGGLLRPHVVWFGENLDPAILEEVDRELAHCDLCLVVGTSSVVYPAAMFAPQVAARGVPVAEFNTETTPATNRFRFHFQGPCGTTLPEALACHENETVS
# DENV2 CPE rescue: DENV2-induced cell death inhibition | DENV2-infected cells, cytopathic effect rescue, plate reader | CPE inhibition, % at 9.99 µM | hit rate 1.7% among 350,000 | AID 651640; in the data active = CPE inhibition above about 20%, passing the limit was not always enough; inconclusive = no clear call, values can overlap the other calls; tested in BHK-21 cells;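 note: 0% = median of neutral control wells and 100% = median of positive control wells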
# ERAP1 inh: ERAP1 (human) enzyme inhibition. Q9NZ08. recombinant ERAP1, Leu-AMC fluorescence, 60 min. inhibition, % at 10.7 µM. hit rate 0.15% among 340,000;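 active = mean replicate inhibition of at least 30%, or all replicates individually reaching that 30% level; inactive = mean below 30% and not every replicate reaching it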;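 note: 0% = neutral control wells and 100% = L-leucinethiol positive control wells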
# ERp5 block: blocks human ERp5 reductase activity on insulin | Q15084 | ERp5 insulin aggregation, absorbance 650 nm, 90 min | inhibition, % at 9.99 µM | hit rate 0.05% among 350,000;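 active = mean replicate inhibition above about 25%, with every replicate also reaching it, limit read from the data, passing the limit was not always enough; inconclusive = only one of those two criteria met; inactive = neither criterion met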
# Target sequence (Q15084 whole entry, looked up): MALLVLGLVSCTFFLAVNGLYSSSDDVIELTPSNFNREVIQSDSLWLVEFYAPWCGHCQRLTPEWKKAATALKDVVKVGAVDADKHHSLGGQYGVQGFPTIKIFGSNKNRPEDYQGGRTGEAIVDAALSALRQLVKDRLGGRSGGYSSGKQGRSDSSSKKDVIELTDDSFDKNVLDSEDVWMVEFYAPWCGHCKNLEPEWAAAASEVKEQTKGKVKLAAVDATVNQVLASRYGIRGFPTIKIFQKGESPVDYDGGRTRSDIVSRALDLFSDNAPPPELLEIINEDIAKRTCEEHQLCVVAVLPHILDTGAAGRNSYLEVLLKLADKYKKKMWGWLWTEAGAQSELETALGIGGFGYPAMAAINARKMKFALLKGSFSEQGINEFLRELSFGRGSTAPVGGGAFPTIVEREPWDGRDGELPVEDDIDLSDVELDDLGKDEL
# miR122 inh: inhibitors of miR-122 in Huh7 cells; activation (reporter increase), % at 12.5 µM; Huh7 miR-122 Renilla luciferase sensor, 48 h; neutral wells = 0, positive control = 100; hit rate 0.3% among 340,000;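 active = mean replicate activation score at least 90 and every replicate individually at or above 90; inconclusive = only one of the two criteria met; inactive = neither criterion met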;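 note: higher luciferase means less miR-122 activity so hits act as miR-122 inhibitors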
# F508del corr: correctors of CFTR F508del function in bronchial epithelial cells; CFBE cells, YFP halide quenching; stimulated with forskolin plus potentiator P3; % fluorescence drop versus neutral controls; activity (quench increase), % at 7.58 µM; hit rate 0.36% among 350,000; AID 720511;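 active = mean added fluorescence quench of at least 8% versus neutral control, with both replicates also reaching 8%; inconclusive = only one of the mean or replicate conditions met; inactive = mean below 8% and not both replicates reaching 8%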;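 note: cells transiently co-express mutant CFTR-F508del with the halide-sensitive YFP; corrector assay measuring rescue of mutant channel to the surface after 24 h compound exposure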
# * = called active by the depositor; ? = inconclusive; . = not tested or not shown; & = joins results of further samples; [ ] = dose if it differs, or a comment.
Molecule	ERp5 block	F508del corr	miR122 inh	ERAP1 inh	DENV2 CPE rescue	CASP6 VEID inh	SIRT5 block
CC(C)C1C(=O)N(Cc2cn(CCC3OCCCO3)nn2)CCS(=O)(=O)N1Cc1ccc(-c2ccc(Cl)c(Cl)c2)cc1 (stereo not given)	3	2.8	-8	10	-2	1	-1
CC1CC(C)(C)OC(c2ccc(C(C)C)cc2)O1 (stereo not given)	-4	-1.1	-7	1	-3	-1	-3
COc1ccccc1NS(=O)(=O)c1cn(C)cn1	-4	-1.1	3	-4	0	2	-2
COCCCN1C(=O)C(CC(=O)NCCCN(C)C)CC(C(=O)N2CCOCC2)=C1C (stereo not given)	-1	2.7	-7	7	?	-1	-2
Cc1ccccc1-c1nc(CS(=O)(=O)CC(=O)NCCc2ccccc2)c(C)o1	2	-3.6	.	-3	6	-4	-1
COc1ccc(CNC(=O)COc2cc3c(c4oc(=O)cc(C)c24)CCC(C)(C)O3)c(OC)c1	-1	-1.0	13	1	-10	-5	1
O=C(C1CC1)N1CC2(C1)[C@H](c1ccccc1)[C@H](CO)N2CC1CCCC1	1	-1.4	.	5	?	-2	2
CNC[C@H]1OCCCC[C@@H](C)Oc2ccc(NC(=O)C3CCCCC3)cc2C(=O)N([C@H](C)CO)C[C@H]1C	-1	0.0	5[16.7 µM]	-1	0	0	-2
CCOc1ccc(/C=C/C(=O)NCc2ccccc2)cc1	-1	.	1	-2	2	0	.
Cc1ccc(C(=O)CC(C(=O)O)c2cn(CCC#N)c3ccccc23)cc1 (stereo not given)	-2	-0.7	3	.	6	5	.
S=c1[nH]nc(-c2cc(-c3ccccn3)nc3ccccc23)o1	0	-4.2	.	.	7	0	5
CCC(=O)N1CC(=O)N2[C@H](CO)[C@H](c3ccc(-c4cccnc4)cc3)[C@H]2C1	1	-0.1	.	-2	?	-1	0
COc1ccc(C(CCc2cc(OC)c(OC)c(OC)c2)NC(C)=O)cc1 (stereo not given)	0	-2.1	-5	3	-2	2	.
Cc1noc(C)c1S(=O)(=O)Nc1ccc2c(c1)C(=O)N([C@H](C)CO)C[C@H](C)[C@H](CN(C)Cc1ccc(-c3ccccc3)cc1)O2	-3	-1.4	-10[16.7 µM]	16	-6	-3	6
O=C(Nc1ccccc1F)N1CC(=O)N2[C@H](CO)[C@@H](c3ccc(C#CC4CCCC4)cc3)[C@H]2C1	1	-2.8	.	-2	5	2	3
O=C(C[n+]1cc[nH]c1)c1ccc(Cl)cc1	0	-10	.	0	-4	-5	11
CSCCC(NC(=O)OCc1ccccc1)C(=O)NCc1cccnc1 (stereo not given)	2	4.5	1	-5	-2	3	-1
CCNC(=O)COc1ccc(S(=O)(=O)Nc2ccccc2)cc1	-1	-2.4	4	0	-2	0	-1
COc1ccc(NC(=O)O/N=C/c2ccc(N(C)C)cc2)cc1	3	-3.3	-4	-3	5	1	2
Cc1cccc(NC(=O)Cn2cc(C=O)c3ccccc32)c1	2	0.1	.	1	-1	-1	-1
C[C@@H]1CCCCO[C@@H](CN(C)C(=O)C2CCCCC2)[C@H](C)CN([C@@H](C)CO)C(=O)c2cc(NC(=O)CCCCCC(=O)Nc3ccccc3N)ccc2O1	-1	1.4	-12[16.7 µM]	-4	-6	-3	4
O=C(N1CCCC1)C12CC3CCC(CC(C3)C1)C2	2	1.4	1	0	-1	-1	-3
Clc1ccc2nc(CSCc3ccccc3)cn2c1	1	-0.2	.	4	0	-3	0
O=C(NCCCCc1ccccc1)Nc1ccc(F)cc1F	-12	-3.7	-7	2	1	-1	-4
O=C(N[C@@H]1CC[C@@H](CCNC(=O)C2CCCC2)O[C@H]1CO)c1ccncc1	1	1.2	1[16.7 µM]	-2	1	9	1
COc1ccc(NC(=O)Nc2ccc3c(c2)CC(=O)N([C@@H](C)CO)C[C@@H](C)[C@H](CN(C)S(=O)(=O)c2ccc(C)cc2)O3)cc1	1	-2.4	.	-1	4	2	13
CC(CCc1ccccc1)NC(=O)c1ccccc1Cl (stereo not given)	0	-2.0	4	-2	-8	-1	-2
Nc1cccc2cc(S(=O)(=O)O)ccc12	2	-3.0	-5	10	4	64*	57*
O=C(Cc1ccccn1)NCC[C@@H]1CC[C@@H](NC(=O)Nc2ccccc2)[C@@H](CO)O1	-1	0.0	.	8	-9	-2	1
Cc1ccccc1C(=O)N(Cc1nc2ccccc2c(=O)[nH]1)C1CCCC1	?	1.1	-8	-6	-1	1	-3
Cc1noc(C)c1S(=O)(=O)Nc1ccc2c(c1)C(=O)N([C@@H](C)CO)C[C@H](C)[C@H](CN(C)S(=O)(=O)c1ccc(F)cc1)OCCCC[C@H](C)O2	7	0.5	1[16.7 µM]	2	15	1	2
Cc1csc(=O)n1CCC(=O)OCC(=O)Nc1cc([N+](=O)[O-])ccc1Cl	-5	-2.2	-7	0	37*	0	-3
O=C1c2ccccc2CCc2ccc(Br)cc21	0	0.8	-8	0	-2	3	.
COCC(=O)N1CC2(C1)CN(Cc1cc(F)ccc1F)[C@@H](CO)c1c2c2ccc(OC)cc2n1C	0	2.8	.	-1	-1	1	-3
O=C(CN1CCSC1=NCc1ccccc1)c1ccccc1	7	1.9	.	4	1	2	.
CC(C)NC(=O)N(C)C[C@@H]1Oc2c(cccc2N(C)C)C(=O)N([C@@H](C)CO)C[C@H]1C	3	0.8	-6[16.7 µM]	0	-3	-1	.
O=C(COc1cccnc1[N+](=O)[O-])Nc1ccc(N2CCOCC2)cc1	1	0.7	.	-2	-4	-1	-2
COc1ccccc1CNC(=O)C(c1ccccc1)c1ccccc1	2	-0.2	0	5	-1	0	1
C[C@@H]1CCCCO[C@H](CN(C)C(=O)c2ccccc2)[C@H](C)CN([C@@H](C)CO)C(=O)c2cc(NC(=O)Nc3ccccc3)ccc2O1	-4	-0.6	-2[16.7 µM]	-5	2	-2	6
CCOc1ccc(C(=O)OCC(=O)NCC2CCCO2)cc1 (stereo not given)	5	-0.3	.	-3	?	-3	-3
COc1cccc(CN2CCNC(=O)C2CC(=O)NC2CCCCC2)c1OC (stereo not given)	-1	-0.3	.	-4	-2	-3	0
CC(=O)N1CC(=O)N2[C@H](CO)[C@@H](c3ccc(-c4ccncc4)cc3)[C@H]2C1	2	-3.1	.	2	-1	4	-1
O=c1cc(-c2ccccc2)[nH][nH]1	-5	0.6	.	1	3	5	-2
O=C(Nc1cccc(F)c1)N1CC(=O)N2[C@H](CO)[C@@H](c3ccc(-c4cccc(F)c4)cc3)[C@H]2C1	1	1.8	.	1	5	7	8
O=C(c1ccccn1)N1C[C@H]2[C@@H](c3ccccc31)[C@@H](CO)N2C(=O)C1CCOCC1	2	-1.8	-5[16.7 µM]	-5	-6	2	-5
COc1ccc(OC)c(CN2C(=O)c3ccccc3C2c2nnnn2-c2ccc3c(c2)OCCO3)c1 (stereo not given)	-4	-4.3	.	.	-2	-4	2
Cc1ccc(-c2ccc(C3[C@@H]4CN(Cc5cccnc5)C[C@H]3N4)cc2)cc1 (stereo not given in full)	17&16	-1.0&-5.3	.	4&-2	-2&0	1&1	-5&-2
COc1cc(/C=N/NC(=O)c2ccncc2)ccc1O	5&-3	-1.6&0.1	5&-2	2&-3	3&1	4&2	1&3
Cc1nnc(C)n1/N=C/c1ccccc1	3	-0.5	.	1	-6	2	-3
O=C(N/N=C/c1ccc([N+](=O)[O-])cc1)c1ccc(NS(=O)(=O)c2cccs2)cc1	4	-4.4	7	-2	0	-2	12
CCc1c(N=O)c(-c2ccccc2)n(O)[n+]1[O-]	1	1.2	.	8	20	1	0
CCCCNC(=O)Nc1nc(SCC(=O)OCC)n[nH]1	-1	-5.8	-23	-2	1	-1	-4
C/C=C/c1cnc2c(c1)C(=O)N([C@@H](C)CO)C[C@H](C)[C@@H](CN(C)S(=O)(=O)c1ccc(F)cc1)O2	-12	-3.1	2[16.7 µM]	0	-4	0	-2
O=C(O)C1C(c2ccccc2)=C1c1ccc(Br)cc1 (stereo not given)	1	-2.8	.	5	7	1	.
O=C(CSC1=NCCS1)c1ccc(Cl)cc1	0	6.4	3	5	.	-1	-3
O=C(CSc1ncccn1)N1CCCc2ccccc21	3	2.1	.	-2	6	-2	-2
COc1cccc(COC(=O)C2CCN(S(=O)(=O)c3ccc(F)cc3)CC2)c1OC	-7	-1.6	-9	2	-1	-1	-9
COc1ccc2nc(NC(=O)C3CCCO3)sc2c1 (stereo not given)	-1	-2.5	.	3	-1	2	5
O=C(NN1CC(=O)N(c2cc(Cl)cc(Cl)c2)CC1=O)c1sccc1Cl	2	0.6	0	-4	3	-2	1
Nc1nc2c(ncn2[C@@H]2O[C@H](C(=O)N[C@@H](Cc3ccccc3)C(=O)NCC3CCCCC3)[C@@H](O)[C@H]2O)c(=O)[nH]1	9	-1.6	.	3	-9	0	-3

# The list goes on:
Molecule	ERp5 block	F508del corr	miR122 inh	ERAP1 inh	DENV2 CPE rescue	CASP6 VEID inh	SIRT5 block
Cc1ccccc1-c1ccc([C@@H]2[C@@H](CO)N3C(=O)CN(C(=O)Cc4ccccn4)C[C@@H]23)cc1	-1	-0.5	.	0	-6	1	0
CC1(C)CC2CC(C)(CN2S(=O)(=O)c2cccc(C(=O)O)c2)C1 (stereo not given)	3	1.5	-2	8	-2	-2	2
c1ccc(Cn2nnc3ccccc32)cc1	14	-2.0	-5	-1	8	0	-3
C[C@@H]1CCCCO[C@@H](CN(C)C(=O)Nc2ccc(C(F)(F)F)cc2)[C@H](C)CN([C@@H](C)CO)C(=O)c2cc(NC(=O)Nc3ccc(C(F)(F)F)cc3)ccc2O1	.	-1.3	-1[16.7 µM]	.	?	.	.
Cc1cc(C2=CC(=O)C[C@H](c3ccc(F)cc3)C2)ccc1F	2	4.2	-1	10	1	1	-1
Cc1cc(NC(=O)c2cccs2)no1	-3	0.1	-3	.	10	-4	-2
C=CCN1CCC(=O)C(C(=O)OCC)=C1C(=O)OCC	0	-0.7	1	0	-6	-1	-7
CCOC(=O)CC(NC(=O)Cn1nnc(-c2ccccc2F)n1)c1ccccc1Cl (stereo not given)	4	3.2	2	5	.	0	3
COc1ccccc1-c1cc(NC=O)c2ncc(-c3cccc(C(=O)N(C)C)c3)n2c1	0	0.8	17	0	-6	5	.
C[C@H](CO)N1C[C@H](C)[C@@H](CN(C)C(=O)c2ccccn2)Oc2cc(Br)ccc2S1(=O)=O	-1&3	-1.4&0.3	6	-3&2	-4&-1	2&-7	-1&-4
C[C@@H]1CN([C@@H](C)CO)C(=O)c2cc(NC(=O)Nc3cccc4ccccc34)ccc2O[C@@H](C)CCCCO[C@@H]1CN(C)S(=O)(=O)c1ccc(F)cc1	3	1.2	-7[16.7 µM]	-1	21*	2	-2
CC(C)CC#Cc1ccc([C@H]2[C@@H](CO)N3C(=O)CN(C(=O)c4cccc(F)c4)C[C@H]23)cc1	-1	1.6	.	1	4	-1	2

# One compound at a time, as listed above. Screens in order: ERp5 block	F508del corr	miR122 inh	ERAP1 inh	DENV2 CPE rescue	CASP6 VEID inh	SIRT5 block
# c1ccc(Cn2nnc3ccccc32)cc1 is entered as 14	-2.0	-5	-1	8	0	-3
# Cc1cc(C2=CC(=O)C[C@H](c3ccc(F)cc3)C2)ccc1F is entered as 2	4.2	-1	10	1	1	-1

# Following part
Molecule	ERp5 block	F508del corr	miR122 inh	ERAP1 inh	DENV2 CPE rescue	CASP6 VEID inh	SIRT5 block
CCNC(=S)N(CCc1c(C)[nH]c2ccc(Cl)cc12)Cc1ccco1	6	2.2	55	2	-6	1	-2
C[C@H](CO)N1C[C@H](C)[C@H](CN(C)S(=O)(=O)c2cccs2)Oc2ccc(NC(=O)Nc3ccc(F)cc3)cc2CC1=O	-2	1.8	3[16.7 µM]	3	-8	-3	3
COc1ccc(S(=O)(=O)N(C)C[C@H]2Oc3cc(-c4ccccc4OC)ccc3S(=O)(=O)N([C@H](C)CO)C[C@H]2C)cc1	1	-3.1	19[16.7 µM]	2	11	2	5
CC(=O)N1CC(=O)N2[C@H](CO)[C@@H](c3ccc(C#Cc4cccnc4)cc3)[C@@H]2C1	2	0.8	.	-1	26*	-2	-2
